AMA1-RON2 inh: inhibitors of Plasmodium falciparum AMA1-RON2 interaction. AlphaScreen AMA1-biotinylated RON2 peptide binding. Potency, µM (doses to about 58.2 µM), inactives show at the top dose activity change, negative = inhibition, hits mostly inhibitors. 360,000 tested, 0.2% active;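 further: potency means the concentration at half of the fitted maximal effect; 0% = vehicle wells and -100% = peptide control; nearly all actives have a fitted effect of over 45% in size; some results filed as inactive show a strong effect at the top dose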
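AMA1 (3D7) with his tag at 25 nM final met compounds first, then biotinylated RON2 peptide at 25 nM; detection used donor plus acceptor beads, 10 µg/mL apiece, read by AlphaScreen after 30 min at room temperature.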
LmPK inh: blocks Leishmania mexicana pyruvate kinase activity | Q27686 | purified LmPK, Kinase-Glo ATP luminescence, 1 h | Potency, µM (doses to about 57.5 µM), without a hit: at the highest dose activity change, negative = inhibition, hits mostly inhibitors | 290,000 tested, 0.37% active | AID 1721; further: potency means the concentration at half of the fitted maximal effect
Target sequence (Q27686 whole entry, looked up): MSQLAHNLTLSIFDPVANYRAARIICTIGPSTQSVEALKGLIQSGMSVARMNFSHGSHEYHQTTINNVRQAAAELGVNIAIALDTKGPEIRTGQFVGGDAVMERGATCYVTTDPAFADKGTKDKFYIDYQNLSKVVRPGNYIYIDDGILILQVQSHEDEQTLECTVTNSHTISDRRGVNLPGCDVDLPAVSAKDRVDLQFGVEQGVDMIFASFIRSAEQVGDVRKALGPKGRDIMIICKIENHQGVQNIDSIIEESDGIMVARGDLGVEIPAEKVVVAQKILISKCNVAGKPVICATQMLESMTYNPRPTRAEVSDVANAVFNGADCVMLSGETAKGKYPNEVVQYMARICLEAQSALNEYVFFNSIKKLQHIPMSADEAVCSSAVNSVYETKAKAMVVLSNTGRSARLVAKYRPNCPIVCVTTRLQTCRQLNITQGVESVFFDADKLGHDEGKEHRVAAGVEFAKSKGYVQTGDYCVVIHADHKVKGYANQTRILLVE
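ATP generated from ADP (0.1 mM) and PEP (0.5 mM) by 0.1 nM LmPK over 1 h at room temperature (pH 7.2 imidazole buffer) was detected by coupled luciferase luminescence. Values were normalized to uninhibited and no-enzyme wells.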
AmpC inh detg: blocks E. coli AmpC beta-lactamase in detergent assay. 370,000 tested, 0.041% active. AmpC hydrolysis of nitrocefin, absorbance 480 nm, 0.01% Triton. Potency, µM (doses to about 114 µM), for the others: at the top dose activity change, negative = inhibition, actives largely listed as inhibitors;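 further: potency means the concentration at half of the fitted maximal effect; 0% = no-compound wells and -100% = no-enzyme wells; nearly all actives have a fitted effect of over 25% in size; some results filed as inactive show a strong effect at the top dose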
Target sequence (P00811 whole entry, looked up): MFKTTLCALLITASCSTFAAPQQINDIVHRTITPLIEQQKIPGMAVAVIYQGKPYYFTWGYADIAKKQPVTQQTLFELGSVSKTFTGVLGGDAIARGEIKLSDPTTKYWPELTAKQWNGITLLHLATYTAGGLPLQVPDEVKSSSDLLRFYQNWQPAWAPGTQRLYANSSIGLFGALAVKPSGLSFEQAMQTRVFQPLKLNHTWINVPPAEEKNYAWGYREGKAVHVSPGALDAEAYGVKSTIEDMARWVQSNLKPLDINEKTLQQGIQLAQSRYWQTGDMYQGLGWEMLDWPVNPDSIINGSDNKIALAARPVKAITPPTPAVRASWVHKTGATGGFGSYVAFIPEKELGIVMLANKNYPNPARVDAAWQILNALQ
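AmpC (5.3 nM in the dispensed reagent) in 20 mM phosphate pH 7.0 with 0.01% (detergent screen) or 0.0001% Triton X-100 was preincubated with compounds for 15 min at room temperature. Nitrocefin was then added from an 800 uM solution, and hydrolysis was followed at 480 nm.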
HCV inh: HCV inhibition. Huh7.5.1 HCVcc-Cre infection, luciferase reporter, 44 h. Potency, µM (titrated, usually from 41.8 µM), without a hit: at the top dose activity change, negative = inhibition, actives largely listed as inhibitors. AID 651820. 340,000 tested, 3.4% active; further: potency means the concentration at half of the fitted maximal effect
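Reporter virus HCVcc-Cre (~0.5 moi) infects cells exposed to compound; seeding density 1,000 cells/well with 4 h settling beforehand. Luminescence, 15 sec read, taken 44 h post-infection following a 15 min RT substrate incubation.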
TbPYK inhibitor: blocks Trypanosoma brucei pyruvate kinase; TbPYK enzyme, Kinase-Glo Plus ATP luminescence, 45 min; Potency, µM (doses to about 76.8 µM), for inactives: at the highest dose activity, negative = inhibition, most hits filed as inhibitors; 410,000 tested, 0.12% active; AID 624173; further: potency means the concentration at half of the fitted maximal effect; nearly all actives have a fitted effect of over 50% in size
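Enzyme and substrate buffer are dispensed first and compound is pin-transferred. ADP at 130 uM final then starts the reaction, which runs 45 min at room temperature. Detection reagent is added for 10 min before luminescence is imaged.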
AmpC inh no detg: AmpC beta-lactamase inhibition without detergent. 330,000 tested, 0.52% active. Potency, µM (top dose mostly 57.1 µM), inactives show at the top dose activity change, negative = inhibition, hits mostly inhibitors. AID 485341. AmpC nitrocefin hydrolysis, absorbance 480 nm, 0.0001% Triton. P00811;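 further: potency means the concentration at half of the fitted maximal effect; plate controls were no compound for no effect and no enzyme for full effect; nearly all actives have a fitted effect of over 20% in size; some results filed as inactive show a strong effect at the top dose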
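20 mM phosphate pH 7.0 + 0.01% (detergent screen) or 0.0001% Triton X-100; 5.3 nM AmpC reagent; cpd preinc 15 min RT; nitrocefin (800 uM stock) to start; A480 q20 s × 4 min; Activity was normalised to no-enzyme and no-compound control wells.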
HCMV inh: human cytomegalovirus inhibition; AID 1259415; HFF cells, HCMV-luciferase reporter, 72 h; active compounds read low; 410,000 tested, 4.5% active; activity change, negative = inhibition, % at 57.5 µM; in the data active means activity change below about -60%; inconclusive means no clear call, values can overlap the other calls; inactive means above about -39%
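Two-dose cell screen: HFF monolayers treated with compounds and infected with luciferase-expressing HCMV at 1 PFU/cell, 72 h at 37C, then lysed for luciferase measurement.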
* hit, by the source's call; ? = inconclusive; nt = no result given; & = joins results of further samples; [ ] = remark or other dose. Unless noted, the call rests on the fitted dose curve; in most records, active means well fitted curve in the direction sought with a large enough effect; inconclusive means small, poorly fitted or top-dose-only effect, or another doubt; inactive means no such curve, though single readings can be large; an effect the other way counts as inactive or inconclusive. Unless noted, on the % scale 0 is the no-effect control and ±100 the full control effect.

SMILES | AMA1-RON2 inh | LmPK inh | AmpC inh detg | HCV inh | TbPYK inhibitor | AmpC inh no detg | HCMV inh
COc1cc(/C=C(\NC(C)=O)C(=O)Nc2ccc(NC(C)=O)cc2)ccc1OC(C)=O | 5% | -1% | -2% | 1% | 0% | -22% | 8
O=Cc1cn(Cc2ccccc2[N+](=O)[O-])c2ccccc12 | -4% | 0% | 2% | -14% | 0% | -17% | -25
Cc1ccc(C)c(NC(=O)CN(C)C(=O)c2cccc(S(=O)(=O)N3CCN(Cc4ccccc4)CC3)c2)c1 | 6% | -1% | -2% | 5.6µM* | 3% | 185%[activator] | ?
O=C(COC(=O)Cc1n[nH]c(=O)c2ccccc12)Nc1ccc(Cl)cc1F | 2% | 2% | -8% | 3% | -2% | -18% | 3
Cc1ccccc1NC(=O)Cc1nnc(SCC(=O)c2ccc(Br)cc2)n1C | -4% | 4% | 2% | -17% | 2% | -3% | 11
Cc1cc(C)c(S(=O)(=O)Nc2ccccn2)c(C)c1 | 8% | 1% | 1% | -6% | 1% | -1% | 2
COc1ccc2c(CC(=O)OCC(=O)Nc3cccc(C)c3)coc2c1 | -16% | nt | -2% | 25% | 4% | -33% | 8
CCSC1=NN2CCS(=O)(=O)N=C2S1 | -4% | -2% | 0% | 4% | -8% | -57% | -22
O=C(NCc1cccnc1)C1CC(=O)N(C2CCCCC2)C1 (configuration not stated) | -1% | 2% | 3% | 17% | 2% | -6% | 0
COc1ccc(OC)c(NC(=S)N2CCC(C(O)(c3ccccc3)c3ccccc3)CC2)c1 | -5% | -1% | -1% | -18% | -11% | 2% | -9
COc1cccc(-n2cc(CNC(=O)C3CCC(=O)N(C4CC4)C3)cn2)c1 (configuration not stated) | -3% | -1% | 5% | 6% | 3% | -3% | 10
COc1cc(CNn2cn[nH]c2=S)cc(Cl)c1OCc1ccccc1 | 71%[activator] | -17% | -5% | -6% | ? | -21% | 5
O=C(CCN1C(=O)c2ccccc2C1=O)N1CCN(c2ccccc2)CC1 | -2% | 1% | ? | -1% | 0% | -2% | 11
CNC(=O)C1CCC(Cn2c(=O)c3sccc3n(CC(=O)Nc3ccc(C)c(C)c3)c2=O)CC1 (configuration not stated) | nt | nt | 17% | nt | 3% | nt | 14
COc1ccc(NC(=O)CN(C)C(=O)c2cccc(S(=O)(=O)Nc3ccccc3Cl)c2)cc1 | 14% | nt | -18% | ? | -3% | -35% | -36
CCOCCCNC(=O)C(NC(=O)C1CCC(=O)N1)c1ccc(C)cc1 (configuration not stated) | -19% | -3% | -3% | 11% | -5% | -9% | -5
Nn1c(Cc2ccccc2F)nnc1SCCOc1ccc(Cl)cc1 | 10% | 0% | 4% | -14% | 0% | 14% | ?
CCC(C)NS(=O)(=O)c1ccc(S(=O)(=O)Nc2cc3c(cc2C(C)=O)OCO3)cc1 (configuration not stated) | -6% | 2% | -10% | 14µM* | -12% | -26% | -26
Cc1cc(S(=O)(=O)NCc2ccccc2)ccc1OCC(=O)N1CCN(C)CC1 | 8% | -2% | -5% | -3% | 0% | -4% | 3
O=C(O)CCC(=O)NC1CCCCC1 | 12% | 1% | 0% | 5% | 2% | -11% | 13
O=C(Cc1ccccc1[N+](=O)[O-])NNC(=O)c1cccs1 | 3% | nt | -1% | 11% | 0% | -10% | 3
O=C(CSc1nc(-c2ccco2)cc(C(F)(F)F)n1)N1CCCc2ccccc21 | 0% | 3% | -9% | 4%&-7% | -2% | -22% | -1
Cc1nc(N)nc2c1CCCC2 | 1% | -3% | 0% | 8% | -4% | -4% | 56
NS(=O)(=O)c1cccc(NC(=O)COC(=O)CC2CC3CCC2C3)c1 (configuration not stated) | 16% | 3% | -3% | -1% | 10% | -29% | -2
CCOc1cc(NC(=S)NCC2CCCO2)c(OCC)cc1NC(=O)c1cccc(F)c1 (configuration not stated) | -10% | 9% | 4% | ? | -3% | 74%[activator] | 4
Later entries
SMILES | AMA1-RON2 inh | LmPK inh | AmpC inh detg | HCV inh | TbPYK inhibitor | AmpC inh no detg | HCMV inh
CCOc1ccc(N(CC(=O)Nc2ccc(OC)cc2)S(C)(=O)=O)cc1 | 0% | -3% | -5% | 1% | 0% | -10% | 52
CC(CC(=O)Nc1ccc(Cl)c([N+](=O)[O-])c1)c1ccccc1 (configuration not stated) | 0% | 5% | 7% | -20% | -2% | -41% | 14
O=c1c2c(-c3ccc(Cl)cc3)csc2nc2n1CCC2 | 3% | 5% | -4% | -2% | -3% | 0% | -26
CCOc1ccc(-n2c(=O)c3c(C)c(C(=O)N(C)C)sc3n(CC(=O)Nc3ccccc3F)c2=O)cc1 | -25% | -10% | 3% | 10% | 0% | -13% | ?
Cc1cc(C)c(NC(=O)Cn2nnc(-c3nc(-c4ccncc4)no3)c2N)c(C)c1 | nt | nt | 21% | nt | 0% | nt | 17
Cc1c(Cl)cccc1NC(=S)NNS(=O)(=O)c1ccc([N+](=O)[O-])cc1 | 83%[activator] | 4% | 3% | 19% | -12% | -33% | -12
Cc1ccc(-c2nsc(SCC(=O)Nc3ccc4c(c3)OCO4)n2)cc1 | 5% | 2% | ? | -15% | -4% | -42% | 31
Cc1[nH]c2ccccc2c1/C=N/NC(=O)CNC(=O)c1ccc2c(c1)OCCO2 | 2% | 1% | 7% | -16% | -16% | -15% | 12
Cc1cc(C)c(OCCN2CCCC2)c(Cl)c1 | 5% | 2% | -5% | -4% | -7% | -14% | 9
CCOC(=O)c1noc2nc(C)n(CC(=O)Nc3cccc(OC)c3)c(=O)c12 | nt | nt | 0% | nt | -10% | nt | -16
O=C(CN1CCN(c2ccc(Cl)cc2)CC1)NCc1ccccc1 | 21% | -3% | -1% | ? | 0% | 85%[activator] | -12
N#CC(Cc1cc2ccccc2n1S(=O)(=O)c1ccccc1)OCc1ccccc1 (configuration not stated) | 3% | nt | nt | -5% | 4% | -60% | -3
O=C(Nc1ccc2nc(SCC(=O)N3CCOCC3)sc2c1)c1ccc(Cl)cc1 | nt | nt | -5% | nt | 0% | nt | -74*
COc1ccc(C(=O)Nc2cc(-c3ccc(C)cc3)no2)cc1 | 14% | 7% | 1% | -15% | 2% | -16% | -32
Cc1ccc(/C=N/N=C/c2ccc(C)cc2)cc1 | 21% | -3% | -20% | 1% | 1% | -5% | -38
CCCCOc1ccc(/C=C2/Sc3ccccc3C2=O)cc1 | -10% | -19% | -5% | 16% | 1% | -12% | 32
O=C(C1CC1)N1CCN(Cc2ccccc2)CC1 | -6% | nt | nt | 7% | -2% | nt | 39
Cc1ccc(-n2nc3c(=O)n(CCCC(=O)NCc4ccccc4C)nc(C)c3c2C)cc1 | 8% | 0% | 2%&27% | ? | -9%&1% | 69%[activator] | -10&-34
CN1/C(=C\C(=O)CSc2nncn2C)C(C)(C)c2ccccc21 | -1% | 2% | ? | 9% | 4% | -6% | -35
CN(Cc1ccccc1)C(=O)c1[nH]cnc1C(=O)Nc1ccccc1 | 92%[activator] | nt | -2% | ? | 2% | -4% | 10
Cc1ccc(-c2ccc(CO)o2)cc1N | -6% | -1% | ? | ? | -6% | -17% | -16
O=C1CN(C(=S)Nc2ccccc2Cl)CCN1 | 0% | 3% | -1% | 7% | -10% | -11%[11.4 µM] | 5
CSc1ccc(/C=C/C(=O)Nc2ccccc2)cc1 | -9% | -14% | -8% | -28% | -20% | -37% | -13
CC1CCN(C(=O)C2CCCN(S(=O)(=O)c3cccc4nsnc34)C2)CC1 (configuration not stated) | -6% | 0% | -10% | -7% | -6% | 36% | -28
COc1cc2c(C(=O)O)c(C)n(-c3ccccc3)c2c2ccccc12 | -1% | 3% | -1% | 1% | 1% | -20% | 17

Laid out differently: results already given.
structure,AMA1-RON2 inh,LmPK inh,AmpC inh detg,HCV inh,TbPYK inhibitor,AmpC inh no detg,HCMV inh
CCOC(=O)c1noc2nc(C)n(CC(=O)Nc3cccc(OC)c3)c(=O)c12,nt,nt,0%,nt,-10%,nt,-16
O=C(CN1CCN(c2ccc(Cl)cc2)CC1)NCc1ccccc1,21%,-3%,-1%,?,0%,85%[activator],-12
N#CC(Cc1cc2ccccc2n1S(=O)(=O)c1ccccc1)OCc1ccccc1 (configuration not stated),3%,nt,nt,-5%,4%,-60%,-3

The list continues:
SMILES | AMA1-RON2 inh | LmPK inh | AmpC inh detg | HCV inh | TbPYK inhibitor | AmpC inh no detg | HCMV inh
O=C(NN=Cc1ccccc1Cl)c1ccccc1 | 0% | nt | nt | nt | 1% | nt | 83
Clc1cccc(CSc2nc(NCCc3ccccc3)c3ccccc3n2)c1 | nt | nt | -4% | nt | -1% | nt | 27
COc1cc(NC(=O)CCc2c(C)[nH]c(=O)c(C#N)c2C)cc(OC)c1 | 9% | -3% | 0% | 15% | 0% | -15% | -19
O=C(C1CCCN1S(=O)(=O)c1cccc2nsnc12)N1CCCCC1 (configuration not stated) | 25% | -5% | 4% | 26% | -4% | 3% | -35
COc1cccc(S(=O)(=O)N(C)C[C@@H]2OCc3cnnn3CCCC(=O)N([C@@H](C)CO)C[C@H]2C)c1 | 13% | nt | nt | nt | 11% | nt | -6
COC(=O)C1=C(c2cccc(OC)c2OC)C[C@@H]2CC[C@H]1N2C(=O)NCc1cccc2ccccc12 | -5% | nt | nt | -18% | -7% | nt | 36
CCCCNc1nc(Nc2ccc(C)c(Cl)c2)c2cnn(C)c2n1 | 10% | 8% | -5% | 13µM* | 2% | 86%[activator] | 1
COc1cccc(CN2CC(C(=O)N(C)CCCC3CCCC3)CCC2=O)c1 (configuration not stated) | 1% | 2% | -9% | -3% | 3% | 165%[activator] | 0
Cc1ccccc1NC(=O)Nc1nc(C(N)C2CCCCC2)cs1 (configuration not stated) | 70%[activator] | nt | nt | nt | -14% | nt | 34
Cc1cc(C)cc(OC(C)c2ccnc3nc(/N=C/N(C)C)nn23)c1 (configuration not stated) | -8% | 2% | -3% | 0% | 1% | 59% | 32
CCOc1ccc(CCN2C(=S)N([C@@H](CC(C)C)CN3CCCC3CN3C(=S)NC[C@@H]3CC(C)C)C[C@@H]2CC(C)C)cc1 (some centres not stated) | 0% | nt | nt | 11% | -3% | nt | 13
Cc1ccc(NC(=O)CS(=O)CC(=O)N(c2ccccc2F)C(C)C(=O)NC2CCCC2)cc1 (configuration not stated) | -5% | -1% | 2% | -2% | -7% | 71%[activator] | -7
O=C(O)c1ccc(N2CCc3ccccc32)c([N+](=O)[O-])c1 | -3% | 8% | -16% | 6% | 1% | -30% | -6

Bioassay records from PubChem BioAssay.
